Rv3671c protease: inhibitors of M. tuberculosis serine protease Rv3671c; AID 2606; P9WHR9; inhibition, % at 5.96 µM; actives 0.048% (n = 320,000); in the data active means inhibition above about 38%;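 further: extracellular domain of Rv3671c used as enzyme; 0% = enzyme with DMSO and 100% = no enzyme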
Target sequence (P9WHR9 whole entry, looked up, the tested form may be a part): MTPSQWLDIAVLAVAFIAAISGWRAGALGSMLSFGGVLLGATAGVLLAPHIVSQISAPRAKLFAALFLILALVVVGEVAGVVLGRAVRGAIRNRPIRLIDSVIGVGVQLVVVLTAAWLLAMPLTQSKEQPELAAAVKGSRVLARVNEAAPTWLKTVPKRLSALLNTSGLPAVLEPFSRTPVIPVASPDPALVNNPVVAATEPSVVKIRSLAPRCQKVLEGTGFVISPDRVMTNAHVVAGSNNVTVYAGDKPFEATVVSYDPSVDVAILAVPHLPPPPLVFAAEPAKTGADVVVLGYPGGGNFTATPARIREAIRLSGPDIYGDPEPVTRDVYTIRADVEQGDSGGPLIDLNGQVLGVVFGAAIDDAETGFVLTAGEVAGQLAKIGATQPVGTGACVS
Y pestis TopoI: Y. pestis Topo-I inhibition via cleavage products | Y. pestis Topo-I cleavage product accumulation, plate reader | activity, % at 10 µM | actives 0.064% (n = 360,000) | AID 504884; in the data active means activity above about 50%, passing the limit was not always enough; inconclusive means no clear call, values can overlap the other calls; further: inactives centre near 2
PfHsp40 rescue: compounds rescuing yeast from Plasmodium falciparum HSP40 toxicity; growth rescue, % at 12.5 µM; S. cerevisiae expressing PfHsp40, growth rescue, ATP luminescence; actives 0.68% (n = 340,000); in the data active means growth rescue above about 28%, passing the limit was not always enough; inconclusive means no clear call, values can overlap the other calls;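 further: yeast W303a lacking pdr1 and pdr3 grown in galactose medium; growth measured after three days at 30 °C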
VHR inh abs: inhibitors of human VHR1 phosphatase (DUSP3). P51452. recombinant VHR phosphatase, pNPP absorbance. inhibition, % at 13.3 µM. actives 0.52% (n = 290,000). AID 1654; in the data active means inhibition above about 50%; further: some compounds called inactive have numbers as strong as hits
Target sequence (P51452 whole entry, looked up): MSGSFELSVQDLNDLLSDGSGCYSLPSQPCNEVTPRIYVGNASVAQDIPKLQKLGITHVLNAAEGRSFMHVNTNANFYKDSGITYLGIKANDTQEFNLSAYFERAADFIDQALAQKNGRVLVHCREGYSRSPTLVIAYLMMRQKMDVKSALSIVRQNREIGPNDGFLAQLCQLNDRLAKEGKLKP
Anthrax LF prot: blocks Bacillus anthracis lethal factor protease. multiplex microsphere protease cleavage assay, LF. AID 588501. inhibition, % at 10 µM. actives 0.12% (n = 360,000). P15917; in the data active means inhibition above about 30%; inconclusive means no clear call, values can overlap the other calls; further: plate controls were buffer without enzyme for full effect and enzyme alone for no effect
Vc quorum ag: inducers of Vibrio cholerae quorum light production without autoinducers; V. cholerae BH1578 lux reporter, luminescence, 6 h; activation, % at 18.7 µM; actives 0.16% (n = 350,000); in the data active means activation mostly above about 9.7%, no sharp cut-off; inconclusive means no clear call, values can overlap the other calls; inactive means mostly below about 3.7%; further: not every result past the cut was called active; inactives centre near 0; reference of the scale not given here
MazEF act: MazEF (E. coli) toxin RNase activation | FAM/BHQ RNA-DNA oligo cleavage fluorescence, 5 h | AID 504720 | activation, % at 20 µM | actives 0.32% (n = 350,000); in the data active means activation above about 50%
Target sequence (P0AE70 whole entry, looked up): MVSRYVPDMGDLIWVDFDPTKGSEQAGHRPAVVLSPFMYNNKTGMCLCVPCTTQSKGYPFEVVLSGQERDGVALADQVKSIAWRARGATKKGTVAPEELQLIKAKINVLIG
SARS 3CLpro inh: SARS-CoV 3CLpro protease inhibition. recombinant SARS-CoV 3CLpro, quenched FRET peptide cleavage. inhibition, % at 6 µM. actives 0.14% (n = 290,000); in the data active means inhibition above about 12%
TcdB GH inh: inhibitors of Clostridioides difficile toxin B glycohydrolase | TcdB glycohydrolase enzymatic assay, plate reader | inhibition, % at 9.99 µM | actives 0.24% (n = 350,000) | AID 652162; in the data active means inhibition above about 10%
SSB-PriA inh: blocks PriA binding to SSB C-terminal tail; inhibition, % at 33 µM; actives 0.6% (n = 430,000); AlphaScreen SSBct-PriA binding, biotinylated peptide; in the data active means inhibition mostly above about 37%, no sharp cut-off; inactive means mostly below about 20%;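 further: plate controls were negative control peptide for no effect and reference peptide for full effect; strong numbers were not always called active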
* marks the source's active call; other numbers are inactive results; i = inactive; ? = inconclusive; · = no result given; & = joins results of further samples.

entry	SMILES	TcdB GH inh	Anthrax LF prot	PfHsp40 rescue	SARS 3CLpro inh	Vc quorum ag
1	COc1ccc([N+](=O)[O-])cc1N(CC(=O)NC(C(C)C)C(C)C)S(C)(=O)=O	1.4	-12	-0.4	-2	-0.5
2	S=c1[nH]nc(-c2cc(-c3ccsc3)n[nH]2)n1-c1ccccc1	1.2	-5	·	6	i
3	CSc1ccccc1NC(=O)c1ccccn1	-0.2	-2	0.5	-1	-0.3
4	Fc1ccc(CN2CCSCC2)cc1F	0.8	-13	-0.8	-5	0.4
5	C#CCO[C@@H]1C[C@H](n2cnc3c(NC(=O)c4ccccc4)ncnc32)O[C@@H]1CO	1.2	-2	-0.4	·	-0.6
6	Cc1c(CCC(C)C)c(-n2ccnc2C)n2c(nc3ccccc32)c1C#N	·	-2	-0.2	-5	-1.3
7	COC(=O)c1coc(-c2ccc(C)cc2)c1C(=O)OC	·	0	-2.1	-4	i
8	COc1ccc(/C=C/C(=O)NC(=S)Nc2ccccc2)cc1OC	0.0	-10	-0.1	6	-0.1
9	CCOC(=O)C1=C(C)NC(=O)NC1c1ccc(OC(=O)c2ccco2)c(OC)c1 (stereo unspecified)	-0.4	-4	-0.4	-3	i
10	Cc1ccc(Cn2c(N3CCN(C)CC3)nc3c2c(=O)[nH]c(=O)n3C)cc1	0.2	-12	-0.5	6	i
11	Cc1cc(NC(=O)CCC(=O)N(CC(=O)NCC2CCCO2)c2ccc(Cl)c(Cl)c2)no1 (stereo unspecified)	1.3	-1	-0.5	-1	-0.2
12	c1ccc(C(OCCN2CCNCC2)c2ccccc2)cc1	·	2	0.9	3	8.3

entry	MazEF act	VHR inh abs	SSB-PriA inh	Rv3671c protease	Y pestis TopoI
1	8	18	0	0	-2
2	-1	13	-2	1	-1
3	5	7	-7	-4	-4
4	2	-14	-7	6	-4
5	1	26	-2	2	-11
6	2	35	-16&-12	-2	-3
7	-2	7	-10	13	1
8	-7	-19	6	1	-11
9	-3	8	-8	3	4
10	7	-32	10	2	0
11	-4	1	8	-8	15
12	7	28	-5	2	-1

(listing goes on)
entry	SMILES	TcdB GH inh	Anthrax LF prot	PfHsp40 rescue	SARS 3CLpro inh	Vc quorum ag
13	CC(C)(C)C1CCC(=O)C(C2(O)C(=O)Nc3ccccc32)C1 (stereo unspecified)	0.6	-5	-0.8	-2	i
14	Cc1nc(NC(=O)COC(=O)c2ccc(CO)cc2)c(Cl)cc1Cl	2.1	7	0.5	·	0.3
15	O=C(C[n+]1cccc(Br)c1)c1ccc(-c2ccccc2)cc1	0.2	8	54*	-5	i
16	Cc1ccc(S(=O)(=O)N2CCCC2CNC(=O)C(=O)NCc2cccs2)cc1 (stereo unspecified)	-1.8	-2	0.1	·	-1.4
17	Cc1cccc(C(=O)NCC(=O)NC(C)CCc2ccccc2)c1 (stereo unspecified)	-0.1	-1	1.8	4	i
18	COc1cccc(Nc2nc(NCCO)nc(N3CCCC3)n2)c1	-6.5	5	-2.3	·	11
19	O=C1C(Cl)=C(O)C2(Cl)C(Cl)=C(Cl)C12Cl (stereo unspecified)	-1.6	0	0.5	·	-0.6
20	Cc1csc(NC(=O)Nc2ccccc2[N+](=O)[O-])n1	-0.5	-12	-1.1	0	i
21	O=[N+]([O-])c1ccccc1S(=O)(=O)N1CCSCC1	0.8	-1	0.7	·	-0.3
22	COC(=NC1CCCCC1)C(O)c1c[nH]c2ccccc12 (stereo unspecified)	·	6	0.0	-8	-2.9
23	CCOc1ncccc1C(=O)OC(C)C(=O)Nc1ccc(Cl)cn1 (stereo unspecified)	-0.9	-1	-1.4	·	4.3
24	C/C(=N\NC(=O)c1ccc(-n2cnnn2)cc1)c1ccc(Cl)cc1	-1.2	2	-0.4	·	0.9

entry	MazEF act	VHR inh abs	SSB-PriA inh	Rv3671c protease	Y pestis TopoI
13	-1	7	-12	3	4
14	5	·	-6	1	3
15	16	-2	-1	2	1
16	2	·	1	-9	17
17	-3	23	-3	2	4
18	5	·	5	-2	2
19	5	·	-7	·	2
20	3	6	8	-5	-1
21	-4	·	-10	2	2
22	2	39	2	-3	3
23	9	·	-11	·	3
24	-1	·	·	4	8

Other entries follow:
entry	SMILES	TcdB GH inh	Anthrax LF prot	PfHsp40 rescue	SARS 3CLpro inh	Vc quorum ag
25	Cc1ccccc1NC(=S)NNc1ncc(C(F)(F)F)cc1Cl	·	3	-0.7	0	·
26	Cc1cc(C)cc(NC(=O)NC2CCCCCCC2)c1	-1.0	1	-0.2	1	0.1
27	O=C(CSc1nc2ccccc2[nH]1)c1ccccc1F	2.3	3	0.3	3	-0.3
28	Cc1ccc(C(C(=O)NC2CCCCC2)N(C(=O)c2csnn2)c2ccccc2F)o1 (stereo unspecified)	0.2	1	0.7	2	-0.3
29	CCn1nc(C(=O)OCC(=O)Nc2ncc(Cl)c(C)c2Cl)c2ccccc2c1=O	·	-1	-0.4	6	-0.2
30	CCc1noc(C)c1C(=O)N1CCSC1=Nc1cccc(Cl)c1C	0.2	0	0.9	1	-0.1
31	OCCN=C(c1ccccc1)C12CN3CN(CN(C3)C1)C2	·	1	-0.4	-5	-3.6
32	COCCNC(=O)C(=O)N/N=C(\C)CC(=O)Nc1cccc(C(F)(F)F)c1	-2.3	-17	-0.2	-1	0.7
33	Cc1ccc(C)c(NCC(=O)c2ccc(Cl)cc2)c1	-0.4	-7	0.7	1	-0.5
34	CCN1CCC[C@H]1CNCCCn1cnc2c(SC)ncnc21	-0.7	-3	·	·	-0.7
35	COc1ccc(NC(=O)c2cccc(C(=O)Nc3ccc(OC)cc3)n2)cc1	0.6	·	·	-2	·
36	CCCCOc1ccc(C(=O)NCC(=O)NCCOc2ccccc2)cc1	0.7	2	-0.5	·	-0.5

entry	MazEF act	VHR inh abs	SSB-PriA inh	Rv3671c protease	Y pestis TopoI
25	7	-2	-11	2	11
26	5	11	-6	·	5
27	-2	10	-3	2	2
28	4	12	-14	0	11
29	-5	-1	-2	-2	8
30	4	9	-1	-9	32
31	-8	-10	-7	-1	4
32	10	13	·	0	3
33	4	-5	4	-16	-4
34	5	·	·	·	3
35	·	-2	·	10	·
36	6	·	6	1	7

(list continues)
entry	SMILES	TcdB GH inh	Anthrax LF prot	PfHsp40 rescue	SARS 3CLpro inh	Vc quorum ag
37	COc1ccccc1-n1c(C)nc2cc(C(=O)O)ccc21	0.2	-5	-0.3	-3	-4.0
38	COc1ccc(CCNS(=O)(=O)c2ccc3c(c2)OCCO3)cc1	1.6	-2	-1.6	5	0.2
39	CCOc1ccccc1NC(=O)C1C2C=CC(C2)C1C(=O)O (stereo unspecified)	·	-2	1.7	-2	-0.4
40	CCOc1cccc(C2/C(=C(/O)c3ccc4c(c3)CC(C)O4)C(=O)C(=O)N2Cc2cccnc2)c1 (stereo unspecified)	1.5	-2	5.9	4	i
41	CC1CCN(c2nnc(-c3cccs3)c3ccccc23)CC1	0.0	2	?	-5	-0.2
42	COc1ccc(NC(=O)CCc2nc3ccccc3s2)c(OC)c1	-0.6	-5	2.5	5	i
43	N#Cc1ccccc1OCC(=O)NNC(=O)CNC(=O)c1cccc(Br)c1	0.9	?	0.0	·	0.0
44	O=C(Cc1ccc(NC(=O)C2CCCN(C(=O)C3CC3)C2)cc1)Nc1cccc(C(=O)N2CCCCC2)c1 (stereo unspecified)	2.9	-6	-1.0	·	-1.1
45	CCOC(=O)c1ccc(NC(=O)Nc2ccc(Cl)cn2)cc1	1.0	-1	-1.4	0	-0.3
46	N#C/C(=C\c1cn(CCOc2ccccc2)c2ccccc12)C(=O)NCC1CCCO1 (stereo unspecified)	·	-1	0.6	4	-0.2
47	O=C(COc1ccc([N+](=O)[O-])cc1)NC(=O)NC1CCS(=O)(=O)C1 (stereo unspecified)	1.0	-1	·	·	i
48	CC(/C=N/Nc1ncc(C)c(=O)[nH]1)=C\c1ccccc1	·	0	0.0	2	i

entry	MazEF act	VHR inh abs	SSB-PriA inh	Rv3671c protease	Y pestis TopoI
37	3	19	1	11	6
38	-4	-9	-4	6	16
39	-1	17	0	6	5
40	3	-4	·	2	-3
41	1	16	8	-4	11
42	-14	-5	-13	7	3
43	-12	·	5	-2	-1
44	-3	·	-7	·	12
45	-14	-3	-14	-3	-7
46	1	11	4	-29	38
47	-1	·	12	·	-7
48	4	37	·	2	-5

Only Anthrax LF prot and Y pestis TopoI, for some of the entries so far:
no.	Molecule	Anthrax LF prot	Y pestis TopoI
41	CC1CCN(c2nnc(-c3cccs3)c3ccccc23)CC1	2	11
42	COc1ccc(NC(=O)CCc2nc3ccccc3s2)c(OC)c1	-5	3
43	N#Cc1ccccc1OCC(=O)NNC(=O)CNC(=O)c1cccc(Br)c1	?	-1
44	O=C(Cc1ccc(NC(=O)C2CCCN(C(=O)C3CC3)C2)cc1)Nc1cccc(C(=O)N2CCCCC2)c1 (stereo unspecified)	-6	12
45	CCOC(=O)c1ccc(NC(=O)Nc2ccc(Cl)cn2)cc1	-1	-7

Along the list, quoted from above.
Nos. 39 to 48 in Rv3671c protease, in turn: 6, 2, -4, 7, -2, ·, -3, -29, ·, 2

More entries follow:
entry	SMILES	TcdB GH inh	Anthrax LF prot	PfHsp40 rescue	SARS 3CLpro inh	Vc quorum ag
49	O=C(NNS(=O)(=O)c1ccccc1)C1CCN(S(=O)(=O)c2ccccc2)CC1	·	0	0.2	5	2.2
50	CN(/C=C/C(=C/C=[N+](C)c1ccccc1)OCCCS(=O)(=O)[O-])c1ccccc1	0.3	-1	-1.5	0	·
51	CCOC(=O)C(C)n1cnc2c(nnn2Cc2ccc(Cl)cc2)c1=O (stereo unspecified)	·	1	0.5	-1	-12
52	CCOC(=O)c1cccc(NC(=O)C2CCN(c3ncnc4c3nc3n4CCCCC3)CC2)c1	2.1	1	0.3	7	-0.3
53	CC(=O)N(C(C)=O)c1c(N2CCOCC2)c2ccccc2oc1=O	1.5	-4	-1.1	0	i
54	CCc1ccc(NC(=O)CCCNC(=O)Cn2cnc3sc(C)c(C)c3c2=O)cc1	0.7	2	0.2	0	-0.4
55	N=c1n(CCc2ccccc2)c2ccccc2n1Cc1ccccc1F	·	-1	-1.1	2	-0.4

entry	MazEF act	VHR inh abs	SSB-PriA inh	Rv3671c protease	Y pestis TopoI
49	5	-11	-14	0	-4
50	-116	1	-9	-1	0
51	7	14	-15	-1	5
52	5	4	-12	-5	9
53	2	-2	-3	-7	1
54	0	10	5	8	-2
55	29	8	7	-8	6

Compound activity (PubChem BioAssay)

An excerpt. The share of hits here may be higher or lower than overall.
